UGM FP inh: M. tuberculosis UGM enzyme inhibitors, primary screen, biochemical, fluorescence polarization, single point | 0.06% of 320,000 active | inhibition, % at 10 µM | UDP-galactopyranose mutase (Mycobacterium tuberculosis (strain ATCC 25618 / H37Rv)), … | purified UGM, fluorescence polarization probe displacement; in the data active = inhibition above about 10%, passing the limit was not always enough
Target sequence (P9WIQ1 whole entry, looked up): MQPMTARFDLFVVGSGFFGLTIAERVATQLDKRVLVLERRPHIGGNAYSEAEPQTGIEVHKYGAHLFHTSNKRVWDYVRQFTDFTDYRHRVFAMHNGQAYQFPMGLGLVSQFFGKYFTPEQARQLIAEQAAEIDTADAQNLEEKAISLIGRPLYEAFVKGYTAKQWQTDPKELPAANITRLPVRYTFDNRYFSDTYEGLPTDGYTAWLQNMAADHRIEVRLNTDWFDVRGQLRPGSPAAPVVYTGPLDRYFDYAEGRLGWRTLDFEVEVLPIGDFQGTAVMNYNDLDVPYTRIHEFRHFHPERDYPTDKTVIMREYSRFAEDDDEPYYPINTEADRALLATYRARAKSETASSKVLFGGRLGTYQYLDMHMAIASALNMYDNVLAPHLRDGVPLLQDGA
FadD28 FP inh: inhibitors of FadD28 bisubstrate probe binding, primary screen, biochemical, fluorescence polarization, single point; 0.22% of 360,000 active; Mycobacterium tuberculosis FadD28 fatty-acid-AMP ligase; inhibition, % at 12.5 µM; in the data active = inhibition above about 8.5%, passing the limit was not always enough
GDH-TPI counter: GDH-TPI coupling enzyme inhibitors, primary screen, artefact control for M. tuberculosis FBA inhibitor project, biochemical, absorbance, full deck. GDH-TPI coupled enzyme counterscreen, NADH absorbance. inhibition, % at 4.8 µM. 1.2% of 360,000 active; in the data active = inhibition above about 30%;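 also: 0% = DMSO wells and 100% = wells lacking the enzyme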
Mtb FBA inh: Mtb FBA enzyme inhibitors, primary screen, biochemical, fluorescence, strain H37Rv; inhibition, % at 1 µM; Fructose-bisphosphate aldolase (Mycobacterium tuberculosis (strain ATCC 25618 / H37Rv)), …; purified M. tuberculosis FBA, fluorescence read-out; 2.3% of 360,000 active; AID 588726, 2011; in the data active = inhibition above about 27%;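 also: 0% = vehicle and 100% = reference inhibitor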
Target sequence (P9WQA3 whole entry, looked up): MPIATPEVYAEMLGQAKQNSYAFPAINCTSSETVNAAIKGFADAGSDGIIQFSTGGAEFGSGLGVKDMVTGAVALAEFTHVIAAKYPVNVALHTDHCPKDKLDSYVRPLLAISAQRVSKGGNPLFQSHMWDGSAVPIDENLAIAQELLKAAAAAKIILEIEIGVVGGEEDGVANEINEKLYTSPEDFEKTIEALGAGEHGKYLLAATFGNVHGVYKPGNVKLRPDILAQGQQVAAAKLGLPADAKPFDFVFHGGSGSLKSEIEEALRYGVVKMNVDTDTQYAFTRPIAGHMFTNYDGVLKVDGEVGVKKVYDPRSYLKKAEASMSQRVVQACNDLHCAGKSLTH
Mtb BioA inh: M. tuberculosis BioA enzyme inhibitors, primary screen, biochemical, plate reader, single point, HTS. purified M. tuberculosis BioA enzyme. inhibition, % at 9.99 µM. 0.096% of 360,000 active; in the data active = inhibition above about 40%
Y pestis TopoI: Yersinia pestis topoisomerase I inhibitors, primary screen, biochemical, cleavage product accumulation, plate reader, single point. DNA topoisomerase I (Yersinia pestis CO92). Y. pestis Topo-I cleavage product accumulation. activity, % at 10 µM. 0.064% of 360,000 active. AID 504884, 2011; in the data active = activity above about 50%, passing the limit was not always enough; also: inactives centre near 2
PfHsp40 rescue: rescue of yeast from PfHsp40 toxicity, primary screen, S. cerevisiae, ATP luminescence | S. cerevisiae expressing PfHsp40, growth rescue | growth rescue, % at 12.5 µM | 0.68% of 340,000 active | AID 504582, 2011; in the data active = growth rescue above about 28%, passing the limit was not always enough;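 also: yeast W303a lacking pdr1 and pdr3 grown in galactose medium; growth measured after three days at 30 °C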
TcdB inh: TcdB glycohydrolase inhibitors, primary screen, biochemical, single point, plate reader. TcdB glycohydrolase enzymatic assay. 0.24% of 350,000 active. inhibition, % at 9.99 µM. AID 652162, 2013; in the data active = inhibition above about 10%
Vc quorum ag: inducers of Vibrio cholerae quorum light production without autoinducers, primary screen, BH1578 luxS cqsA deficient, single point; V. cholerae BH1578 lux reporter, luminescence, 6 h; activation, % at 18.7 µM; 0.16% of 350,000 active; AID 588436, 2011; in the data active = activation mostly above about 9.7%, no sharp cut-off; also: not every result past the cut was called active; inactives centre near 0; reference of the scale not given here
Starred values were filed as active, the others as inactive.

Screening CCCNC(=O)C1(C)CCN(Cc2cc(-c3ccccc3)on2)C1 (centres undefined) returned FadD28 FP inh -4.1, GDH-TPI counter -12.8, Mtb FBA inh -1.8, Mtb BioA inh -0.1, Y pestis TopoI 3.4, TcdB inh 0.4 and Vc quorum ag 0.0.
Screening O=C(c1ccc2c(c1)OCCO2)N1CCN(Cc2ccccc2)CC1 returned UGM FP inh -0.5, FadD28 FP inh -1.8, GDH-TPI counter -3.1, Mtb FBA inh -4.2, Mtb BioA inh -0.7, Y pestis TopoI 4.0, PfHsp40 rescue -0.6 and Vc quorum ag inactive.
Screening CC(C)C(=O)NC(Nc1ccccc1F)C(Cl)(Cl)Cl (centres undefined) returned UGM FP inh -2.5, FadD28 FP inh -1.6, GDH-TPI counter -6.4, Mtb FBA inh 1.2, Y pestis TopoI -1.1, PfHsp40 rescue -0.2 and Vc quorum ag inactive.
Cc1cc([N+](=O)[O-])cnc1NC(C)c1ccccc1 (centres undefined) was read as UGM FP inh 0.6, FadD28 FP inh 1.2, GDH-TPI counter 23.6, Mtb FBA inh -4.6, Mtb BioA inh 0.2, Y pestis TopoI 1.7 and PfHsp40 rescue 1.4.
CSc1ccccc1OCc1cc(C(=O)N2CCC(Oc3cccnc3)CC2)no1 was read as UGM FP inh 0.9, FadD28 FP inh -4.7, GDH-TPI counter 2.4, Mtb FBA inh -2.8, Mtb BioA inh -0.2, Y pestis TopoI 33.1, PfHsp40 rescue 4.0, TcdB inh 0.6 and Vc quorum ag -0.2.
`O=C(c1cc(-c2ccccc2O)on1)N1CCCC1` gave UGM FP inh 1.0, FadD28 FP inh -2.3, GDH-TPI counter 6.0, Mtb FBA inh -1.1, Mtb BioA inh -0.9, Y pestis TopoI 5.3, PfHsp40 rescue -1.0, TcdB inh 1.9 and Vc quorum ag -0.4.
`CC(C)OCCCNC(=O)COc1ccc2oc3c(c2c1)CCCC3` gave UGM FP inh 1.8, FadD28 FP inh -0.3, GDH-TPI counter -3.5, Mtb FBA inh 4.7, Mtb BioA inh 0.4, Y pestis TopoI -0.6, PfHsp40 rescue 3.2, TcdB inh 0.0 and Vc quorum ag 0.0.
`N/C(=N\OC(=O)Oc1ccccc1)c1ccc(Cl)cc1` gave UGM FP inh 1.6, FadD28 FP inh -0.5, GDH-TPI counter 2.2, Mtb FBA inh 4.2, Mtb BioA inh -3.5, Y pestis TopoI 4.5, PfHsp40 rescue 0.1 and Vc quorum ag inactive.
Screening O=C(NC1CC1)C1=C[C@H](c2ccccc2)C[C@H](OCc2ccc(CO)cc2)O1 returned UGM FP inh 1.3, FadD28 FP inh -2.5, GDH-TPI counter -9.2, Mtb FBA inh -1.7, Mtb BioA inh 1.8, Y pestis TopoI 4.3, PfHsp40 rescue 1.1, TcdB inh 0.8 and Vc quorum ag -1.0.
For S=c1[nH]cc2cnccn12 the results were FadD28 FP inh -3.0, GDH-TPI counter 6.2, Mtb FBA inh 2.0, Mtb BioA inh -1.9, Y pestis TopoI 0.1, TcdB inh 0.4 and Vc quorum ag inactive.
`N#Cc1cc(Oc2ccc(Cl)cc2)c(N2CCOCC2)cc1C#N` gave UGM FP inh -0.1, FadD28 FP inh -10.1, GDH-TPI counter 1.8, Mtb FBA inh -2.8, Mtb BioA inh 0.5, Y pestis TopoI 34.0, PfHsp40 rescue 0.2 and Vc quorum ag inactive.
For COc1ccc(NC(=O)CSc2nncn2C)cc1OC the results were UGM FP inh -1.8, FadD28 FP inh -5.0, GDH-TPI counter 1.6, Mtb FBA inh -1.6, Mtb BioA inh -1.1, Y pestis TopoI -0.5, PfHsp40 rescue 0.0 and Vc quorum ag 16.7*.
`O=C(NNc1cc(N2CCOCC2)nc(N2CCOCC2)n1)C12CC3CC(CC(C3)C1)C2` gave UGM FP inh 1.1, FadD28 FP inh -0.6, GDH-TPI counter 4.2, Mtb FBA inh -3.6, Mtb BioA inh -1.4, Y pestis TopoI 3.5, PfHsp40 rescue -1.0 and Vc quorum ag inactive.
`COc1ccc(NS(=O)(=O)c2cccc(C(=O)N(C)Cc3ccc(SC)cc3)c2)cc1` gave UGM FP inh -2.1, FadD28 FP inh -2.7, GDH-TPI counter 1.7, Mtb FBA inh -1.6, Mtb BioA inh 1.5, Y pestis TopoI 12.3, PfHsp40 rescue 0.3, TcdB inh 2.2 and Vc quorum ag -0.7.
Screening CC(=O)/C=C(\C)N=Nc1c(O)[nH]c2ccccc12 returned UGM FP inh -0.6, FadD28 FP inh -2.6, GDH-TPI counter -3.8, Mtb FBA inh -11.2, Mtb BioA inh -1.9, Y pestis TopoI 3.6, PfHsp40 rescue 0.0, TcdB inh 0.3 and Vc quorum ag inactive.
`CCOC(=O)C1CCN(c2ccc([N+](=O)[O-])cc2)CC1` gave UGM FP inh -1.8, FadD28 FP inh -2.1, GDH-TPI counter 16.7, Mtb FBA inh -15.4, Y pestis TopoI -5.0, PfHsp40 rescue 0.4, TcdB inh 0.6 and Vc quorum ag -0.4.
CC(C(=O)Nc1cc(C(F)(F)F)ccc1N1CCOCC1)N1C(=O)C2CC=CCC2C1=O (centres undefined) was read as UGM FP inh -1.2, FadD28 FP inh 1.3, GDH-TPI counter 16.6, Mtb FBA inh 1.9, Mtb BioA inh -1.6, Y pestis TopoI 13.0, PfHsp40 rescue -0.4 and Vc quorum ag inactive.
O=C(Nc1ccc(OCC(F)(F)C(F)F)c(C(F)(F)F)c1)c1ccccc1 was read as UGM FP inh -2.9, FadD28 FP inh -6.7, GDH-TPI counter 9.9, Mtb FBA inh -2.2, Mtb BioA inh -0.5, Y pestis TopoI -8.5, PfHsp40 rescue 2.6 and Vc quorum ag inactive.
Cc1ccc(S(=O)(=O)N2CCOCC2)cc1C(=O)OC1CCCCC1=O (centres undefined) was read as UGM FP inh 0.0, FadD28 FP inh -3.4, GDH-TPI counter -12.1, Mtb FBA inh 0.0, Mtb BioA inh -2.3, Y pestis TopoI -1.0, PfHsp40 rescue -0.3, TcdB inh 0.0 and Vc quorum ag inactive.
`Cc1cccc(NC(=O)c2ccc(S(=O)(=O)NCc3cccnc3)cc2)c1C` gave UGM FP inh -1.1, FadD28 FP inh -3.4, GDH-TPI counter -13.5, Mtb FBA inh -3.7, Mtb BioA inh 5.7, Y pestis TopoI 4.6, PfHsp40 rescue -0.2, TcdB inh -0.6 and Vc quorum ag 1.6.

Next part (2 carried over from the part before).
Cc1ccc(S(=O)(=O)N2CCOCC2)cc1C(=O)OC1CCCCC1=O (centres undefined) was read as UGM FP inh 0.0, FadD28 FP inh -3.4, GDH-TPI counter -12.1, Mtb FBA inh 0.0, Mtb BioA inh -2.3, Y pestis TopoI -1.0, PfHsp40 rescue -0.3, TcdB inh 0.0 and Vc quorum ag inactive.
`Cc1cccc(NC(=O)c2ccc(S(=O)(=O)NCc3cccnc3)cc2)c1C` gave UGM FP inh -1.1, FadD28 FP inh -3.4, GDH-TPI counter -13.5, Mtb FBA inh -3.7, Mtb BioA inh 5.7, Y pestis TopoI 4.6, PfHsp40 rescue -0.2, TcdB inh -0.6 and Vc quorum ag 1.6.
For COc1ccc(N(CC(=O)NCc2ccco2)S(C)(=O)=O)c(OC)c1 the results were UGM FP inh -0.7, FadD28 FP inh -3.4, GDH-TPI counter -4.1, Mtb FBA inh -2.2, Y pestis TopoI -0.8, PfHsp40 rescue 1.0, TcdB inh 1.3 and Vc quorum ag 0.2.
`N#CCSc1nnc(-c2cnccn2)n1Cc1ccccc1` gave UGM FP inh -1.7, FadD28 FP inh -3.7, GDH-TPI counter -6.4, Mtb FBA inh 0.0, Mtb BioA inh 2.2, Y pestis TopoI -6.9, PfHsp40 rescue -1.7 and Vc quorum ag inactive.
`COc1ccccc1/C=C/C(=O)OCC(=O)Nc1nnc(-c2ccccc2)o1` gave FadD28 FP inh -2.1, GDH-TPI counter 8.5, Mtb FBA inh 3.7, Y pestis TopoI -0.5, TcdB inh 1.4 and Vc quorum ag -1.4.
COc1ccc2oc(=N)c(C(=O)Nc3cccc(C)c3C)cc2c1 was read as UGM FP inh -0.1, FadD28 FP inh -1.5, GDH-TPI counter 6.2, Mtb FBA inh -0.5, Mtb BioA inh -0.1, Y pestis TopoI -8.3, PfHsp40 rescue -0.9, TcdB inh -0.2 and Vc quorum ag 3.1.
For O=S(=O)(Nc1ccon1)c1ccc(Br)cc1 the results were UGM FP inh -0.3, FadD28 FP inh -4.0, GDH-TPI counter 6.0, Mtb FBA inh -4.4, Mtb BioA inh -1.2, Y pestis TopoI 11.7, PfHsp40 rescue -1.8, TcdB inh -4.2 and Vc quorum ag inactive.
Screening COCc1cc(C)n(CC(=O)Nc2ccccc2C(=O)OC)c(=O)c1C#N returned UGM FP inh -3.9, FadD28 FP inh -0.1, GDH-TPI counter 10.6, Mtb FBA inh 16.5, Y pestis TopoI -7.9, PfHsp40 rescue 0.2 and Vc quorum ag -2.9.
`CCc1cc2ccc(OC)cc2nc1SCC(=O)NNC(C)=O` gave UGM FP inh 2.3, FadD28 FP inh -2.1, GDH-TPI counter 1.6, Mtb FBA inh -2.0, Mtb BioA inh 1.2, Y pestis TopoI 3.0, PfHsp40 rescue 0.2, TcdB inh -4.3 and Vc quorum ag -0.1.
For COc1ccc(C(CNC(=O)c2cc3c(s2)CCCC3)N2CCOCC2)cc1 (centres undefined) the results were UGM FP inh 5.0, FadD28 FP inh -4.0, GDH-TPI counter 7.9, Mtb FBA inh -1.2, Mtb BioA inh 1.7, Y pestis TopoI 1.6, PfHsp40 rescue -1.8, TcdB inh -1.0 and Vc quorum ag -0.2.
Screening CC(C)c1nnc(NC(=O)C2CCN(c3cnccn3)CC2)s1 returned UGM FP inh 0.8, FadD28 FP inh 1.6, GDH-TPI counter 10.1, Mtb FBA inh 4.5, Y pestis TopoI 4.6, PfHsp40 rescue -0.7 and Vc quorum ag -0.2.
For COc1ccccc1/C=N/NC(=O)c1ccc(N(C)S(=O)(=O)c2ccccc2)cc1 the results were UGM FP inh 3.3, FadD28 FP inh -0.2, GDH-TPI counter 13.6, Mtb FBA inh -0.5, Y pestis TopoI 1.4, PfHsp40 rescue 1.1, TcdB inh 0.6 and Vc quorum ag -0.2.
CNc1nnc(SCC(=O)N2c3ccccc3NC(=O)CC2C)s1 (centres undefined) was read as UGM FP inh 1.4, FadD28 FP inh -1.3, GDH-TPI counter -2.5, Mtb FBA inh 2.2, Mtb BioA inh 0.1, Y pestis TopoI 6.6, PfHsp40 rescue -0.7, TcdB inh -0.6 and Vc quorum ag -0.8.
Cc1ccsc1S(=O)(=O)N1CCC(CO)(CC2CCCCO2)CC1 (centres undefined) was read as UGM FP inh 3.0, FadD28 FP inh 0.3, GDH-TPI counter 5.6, Mtb FBA inh 2.3, Y pestis TopoI 10.2, PfHsp40 rescue 0.5 and TcdB inh -0.5.
`Cc1cc(NCc2ccc(F)cc2)nc2cc(Cl)ccc12` gave UGM FP inh 2.5, FadD28 FP inh -6.6, GDH-TPI counter -0.4, Mtb FBA inh -1.7, Mtb BioA inh -4.1, Y pestis TopoI -10.6, PfHsp40 rescue 3.2, TcdB inh -0.9 and Vc quorum ag inactive.
`Cc1cccc(C)c1NC(=O)CNC(=O)CNC(=O)Cc1cccc2ccccc12` gave UGM FP inh 1.2, FadD28 FP inh -2.4, GDH-TPI counter -1.4, Mtb FBA inh 0.6, Mtb BioA inh -1.0, Y pestis TopoI -5.6, PfHsp40 rescue -0.3, TcdB inh 0.7 and Vc quorum ag inactive.
COC(=O)C1=C(C)N(CC2CCCO2)C(=O)C1 (centres undefined) was read as UGM FP inh -1.5, FadD28 FP inh 2.5, GDH-TPI counter -3.4, Mtb FBA inh 8.0, Mtb BioA inh -0.7, Y pestis TopoI 4.7, PfHsp40 rescue 0.3 and Vc quorum ag inactive.
For C=CCN1C(=O)C(CC(=O)O)SC1=Nc1ccc(C(=O)O)cc1 (centres undefined) the results were UGM FP inh 3.8, FadD28 FP inh 0.3, GDH-TPI counter -0.6, Mtb FBA inh -1.3, Mtb BioA inh 0.9, Y pestis TopoI -6.3, PfHsp40 rescue 0.5, TcdB inh 0.2 and Vc quorum ag 0.3.

Screens from PubChem.

Outcome played no part in choosing rows. About 4.6% of those tested had a hit in this group.
